HT1080 IDH1KD tx – kills HT-1080 cells with IDH1 knockdown | HT-1080 IDH1 knockdown viability, ATP luminescence, 48 h | Potency, µM (titrated, usually from 46.1 µM), inactives show at the top dose activity, negative = toxicity, most hits filed as cytotoxic | actives 2% (n = 360,000) | AID 686971;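 also: 0% = DMSO wells and -100% = cell-free medium wells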
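After a 2 h attachment period, IDH1KD HT-1080 cells took pin-transferred compound for 48 h at 37 °C; ATP-based luminescence after 10 min room-temperature reagent incubation reported viability.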
HT1080NT lethal – kills 2HG-producing HT-1080-NT fibrosarcoma cells; HT-1080-NT fibrosarcoma viability, CellTiter-Glo ATP luminescence, 48 h; Potency, µM (titrated, usually from 46.1 µM), inactives show at the top dose activity, negative = less viability, most hits filed as cytotoxic; actives 1.6% (n = 360,000);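 also: NT is the 2HG producing partner of a matched IDH1 knockdown line; 0% = DMSO-treated cells and -100% = media-only wells without cells; nearly all actives have a fitted effect of over 55% in size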
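Toxicity toward the 2HG-producing NT line was scored as %Activity, normalised to DMSO and no-cell wells, from CellTiter-Glo luminescence after 48 hours' treatment.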
GLP1R cytotox – cytotoxicity in counter-screen for GLP-1R inverse agonists; Potency, µM (top dose mostly 38.3 µM), inactives show at the top dose activity change, negative = inhibition, most hits filed as inhibitors; AID 624418; HEK293 cAMP-luciferase reporter cells, luminescence, 24 h; actives 0.13% (n = 410,000);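 also: loss of luciferase light is scored as toxicity; % is scaled to controls: 0 for no effect and ±100 for the full control effect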
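Compound-treated cells are incubated 24 hr at 37 deg C under 5% CO2 after a 12 hour attachment period, then luciferase detection reagent is added and luminescence is measured following 12 min at room temperature; lowered signal indicates toxicity.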
KB-V1 cytotox – KB-V1 MDR subline cytotoxicity; Potency, µM (top dose mostly 46.1 µM), inactives show at the highest dose activity change, negative = cytotoxicity, usual class: cytotoxic; actives 3.4% (n = 400,000); AID 1347076; KB-V1 MDR cells viability, CellTiter-Glo, 72 h; also: % is scaled to controls: 0 for no effect and ±100 for the full control effect; nearly all actives have a fitted effect of over 60% in size
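KB-V1 cells (P-gp-expressing MDR subline of KB-3-1) in phenol-red-free DMEM with 10% FBS were exposed to library compounds over a concentration series for 72 h at 37 degrees C. Viability read by CellTiter-Glo luminescence; concentration-effect curves fitted after normalization.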
GLP-1R agonist – GLP-1 receptor (human) agonism; HEK293 GLP-1R CRE-luciferase, luminescence, 4-6 h; cells express a hypersensitive GLP-1R form; actives 0.007% (n = 380,000); AID 624172; Potency, µM (highest dose often 45.6 µM), without a hit: at the top dose activation, actives largely listed as activators; P43220; also: % of control where 0% means no effect
Target sequence (P43220 whole entry, looked up): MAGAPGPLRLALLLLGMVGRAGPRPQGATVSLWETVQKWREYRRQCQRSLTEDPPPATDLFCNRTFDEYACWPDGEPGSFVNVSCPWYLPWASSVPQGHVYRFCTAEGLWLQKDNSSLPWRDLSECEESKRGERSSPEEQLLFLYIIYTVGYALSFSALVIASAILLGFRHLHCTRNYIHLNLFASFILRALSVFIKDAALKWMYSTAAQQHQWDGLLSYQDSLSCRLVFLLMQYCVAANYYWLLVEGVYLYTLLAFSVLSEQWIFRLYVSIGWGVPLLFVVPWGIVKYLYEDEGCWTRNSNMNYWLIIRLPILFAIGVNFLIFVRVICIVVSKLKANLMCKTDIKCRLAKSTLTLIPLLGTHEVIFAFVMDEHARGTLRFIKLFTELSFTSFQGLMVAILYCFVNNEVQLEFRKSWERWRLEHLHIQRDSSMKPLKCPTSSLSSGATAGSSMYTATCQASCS
TDP43 rescue – TDP-43 toxicity inhibition in yeast. Potency, µM (series often up to 46.1 µM), without a hit: at the highest dose growth rescue (activation), actives largely listed as activators. actives 1.8% (n = 410,000). TDP-43 expressing yeast growth rescue, BacTiter-Glo, 24 h; also: % of control where 0% means no effect; nearly all actives have a fitted effect of over 50% in size
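In this qHTS, compounds that restore growth of yeast expressing TDP-43 appear as activators. Cells (OD600=0.02, galactose medium, raffinose-pregrown) are incubated with compound 24 hr at 30 deg C and growth is quantified by BacTiter-Glo.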
GLP-1R inv ag – acts as inverse agonist at human GLP-1 receptor. P43220. HEK293 GLP-1R CRE-luciferase, luminescence, 24 h; GLP-1R form is constitutively active. Potency, µM (titrated, usually from 38.3 µM), inactives show at the highest dose activity change, negative = inhibition, actives largely listed as inhibitors. actives 1.6% (n = 410,000). AID 624417; also: % is scaled to controls: 0 for no effect and ±100 for the full control effect; nearly all actives have a fitted effect of over 55% in size
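Using stably transfected HEK293 (constitutively active GLP-1R, cAMP-luciferase reporter), compounds were incubated 24 hr and luciferase measured by luminescence.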
KB-3-1 tox – kills parental KB-3-1 adenocarcinoma cells; Potency, µM (series often up to 46.1 µM), without a hit: at the top dose activity change, negative = cytotoxic, actives largely listed as cytotoxic; actives 1.4% (n = 400,000); AID 1347075; KB-3-1 viability, CellTiter-Glo ATP luminescence, 72 h; also: % is scaled to controls: 0 for no effect and ±100 for the full control effect; nearly all actives have a fitted effect of over 60% in size
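Parental KB-3-1 adenocarcinoma cells in phenol-red-free DMEM with 10% FBS were pin-treated with compounds at several concentrations, incubated 72 h at 37 °C, and viability read by CellTiter-Glo luminescence; concentration-effect curves were fitted after normalization.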
SW480 rerep – DNA re-replication induction in SW480 cells; SW480 DNA re-replication, Hoechst DNA content imaging, 48 h; actives 1.8% (n = 340,000); Potency, µM (doses to about 46.1 µM), for the others: at the highest dose re-replication activation, most hits filed as activators; also: % of control where 0% means no effect; nearly all actives have a fitted effect of over 55% in size
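Cells (250 per well) received 23 nL compound or DMSO by pin tool and were kept 48 hr at 37 C, 5% CO2. Nuclei were then stained with Hoechst for 40 min and scanned for DNA content.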
The depositor's hits bear a star; ? = inconclusive; / = not tested or not shown; [ ] = remark or other dose. Calls follow the shape of the dose curve; as a rule, active = well fitted curve in the direction sought with a large enough effect; inconclusive = small, poorly fitted or top-dose-only effect, or another doubt; inactive = no such curve, though single readings can be large; an effect the other way counts as inactive or inconclusive. Potency is read from the fitted curve at half-maximal effect. Random draw from the library. About 9.4% of those tested had a hit in this group.

SMILES,HT1080 IDH1KD tx,HT1080NT lethal,GLP1R cytotox,KB-V1 cytotox,GLP-1R agonist,TDP43 rescue,GLP-1R inv ag,KB-3-1 tox,SW480 rerep
O=C(COc1ccc([N+](=O)[O-])cc1)NNC(=O)Nc1ccccc1F,3.7µM*,4.1µM*,-20%,37%,0%,-4%,?,-7%,-4%
Cc1ccc2c(c1)c1c(n2CC(O)CNC(C)(C)C)CCCC1 (centres undefined),-23%,-15%,-26%,-13%,3%,23%,10µM*,?,5%
O=C(Nc1cccc(S(=O)(=O)N2CCCCC2)c1)c1ccc(N2CCCC2=O)cc1,12%,-1%,-3%,?,-6%,0%,9%,4%,-3%
CNC(=S)Nc1cccc(-c2cnc3ccccc3n2)c1,-20%,-8%,?,?,29%,1%,115%[activator],?,10%
CCOC1=C2[C@@H](CN(S(=O)(=O)c3ccc(C)cc3)[C@H]2c2ccccc2Cl)[C@H]2C(=O)N(C(C)(C)C)C(=O)[C@H]2C1,-8%,-2%,5%,?,-3%,12%,13%,-8%,/
COc1cccc(NC(=O)CSc2nnc(C)s2)c1,-16%,-14%,5%,?,-7%,4%,8%,9%,1%
O=C(CCN1C(=O)C2C3CCC(C3)C2C1=O)Nc1ccccc1C(F)(F)F (centres undefined),7%,14%,-18%,22%,-4%,11%,0%,0%,1%
Cc1noc(C)c1S(=O)(=O)N(CC(=O)N1CCc2ccccc21)c1ccc(C(C)C)cc1,2%,3%,7%,3%,-1%,10%,11%,0%,2%
Cn1nnnc1Sc1ccc([N+](=O)[O-])cc1Cl,-22%,2%,-3%,-13%,2%,?,3%,-6%,?
O=C(Nc1ccc(F)cc1)c1ccc2[nH]c(=O)c(=O)[nH]c2c1,-6%,3%,-18%,-1%,1%,20%,-15%,5%,-10%
Cc1ccc(S(=O)(=O)N2CCC(C(N)=O)CC2)cc1[N+](=O)[O-],26%,17%,-1%,3%,-1%,11%,26%,-4%,1%
C=CCN(c1ccccc1)S(=O)(=O)c1cccc(C(=O)OCC(=O)NC2CC2)c1,15%,11%,-6%,-9%,8%,-8%,-7%,23%,-31%
O=C1NC(c2ccncc2)C(C(=O)c2cccs2)C(O)(C(F)(F)F)N1 (centres undefined),-2%,3%,-17%,12%,-9%,4%,0%,7%,-12%
CCc1ccc(NC(=O)C2CCN(C(=O)[C@@H]3Cc4ccccc4CN3)CC2)cc1,-21%,-20%,-17%,-6%,-1%,-25%,?,-15%,30%
CCOC(=O)c1[nH]c(C)c(C(=O)OCC(=O)NC2CCS(=O)(=O)C2)c1C (centres undefined),2%,2%,3%,9%,-1%,6%,19%,29%,0%
NS(=O)(=O)c1ccc(NC(=O)COC(=O)c2cc([N+](=O)[O-])ccc2Cl)cc1,-4%,6%,14%,7%,8%,-16%,6%,0%,-4%
CCOC(=O)C1=C(C)NC(C)=C(C(=O)OCC)C1C(=O)OCC(=O)Nc1ccc(NC(C)=O)cc1,-3%,-1%,-6%,?,14%,-3%,8%,4%,/
O=C(NC(C1CC1)C1CC1)C1CCC(=O)N(CCCN2CCCC2=O)C1 (centres undefined),1%,4%,-17%,0%,-9%,3%,4%,7%,?
Cc1ccc(N2C(=O)C(NC(=O)c3c(F)cccc3F)(C(F)(F)F)C3=C2CC(C)(C)CC3=O)cc1 (centres undefined),10%,12%,1%,-13%,2%,-11%,?,-8%,-6%
O=C(N/N=C/c1cccnc1)c1cccc(F)c1,5%,15%,2%,?,3%,10%,13%,6%,-11%
CC(C(=O)N1CCc2ccccc21)N1CCN(c2ccccn2)CC1 (centres undefined),7%,6%,-1%,-13%,5%,-6%,10%,1%,-2%
COc1ccccc1NC(=O)CCNC(=O)c1ccc(C)cc1,4%,2%,0%,-24%,1%,23%,6%,2%,-2%
Cc1ccc(-c2nc(C)c(CCNC(=O)c3ccco3)s2)cc1,/,/,5%,?,0%,?,17%,15%,/
O=C(O)c1cc(-c2ccc(N3CCOCC3)cc2)nn1-c1ccccc1Cl,0%,2%,-4%,0%,7%,-23%[9.22 µM],33%[activator],-6%,10%
C[C@H](NS(=O)(=O)c1ccccc1F)C(=O)OCC(=O)N1CCc2ccccc21,17%,8%,13%,2%,2%,-4%,11%,3%,2%
CCCOc1ccc(CNC(=O)C(NS(=O)(=O)c2cccs2)C(C)C)cc1 (centres undefined),/,/,-6%,17%,/,10%,15%,6%,/
Cc1ccccc1NC(=O)CSc1nnc(Cc2ccccc2)o1,9%,10%,-2%,30%,-3%,21%,4%,1%,0%
CCN(CC)C(=O)COc1ccc2c3c(c(=O)oc2c1)CCCC3,?,18%,-7%,-12%,?,-12%[1.82 µM],42%[activator],-9%,-10%
CCOC(=O)c1sc2nc(C)nc(NCCc3ccc(S(N)(=O)=O)cc3)c2c1C,-12%,-3%,-15%,14%,16%,4%,-5%,0%,-31%[inhibitor]
Cc1cc(C)c(C(CC(=O)c2cccs2)C(C#N)C#N)c(C)c1 (centres undefined),?,?,-4%,1%,22%,13µM*,?,?,?
N#CCCCn1c(=O)oc2ccccc21,1%,4%,11%,-2%,8%,1%,2%,-4%,42%
CN(CC(=O)Nc1ccccc1Cl)CC(=O)N1CCc2ccccc21,-7%,-3%,12%,-22%,0%,0%,-12%,-2%,-6%
COc1cc(NC(=O)C2CCCCC2)c2ncccc2c1,-9%,-21%,0%,-19%,8%,?,?,-1%,2%
O=C(Cn1c(=O)n(CC2CCCO2)c(=O)c2ccccc21)c1ccc(Cl)c(Cl)c1 (centres undefined),?,?,-6%,1%,-4%,7%,-19%,9%,0%
COc1ccc(SCc2noc(C(=O)NCC3CCCO3)c2C(=O)O)cc1 (centres undefined),-2%,2%,1%,-9%,-2%,8%,-1%,0%,-19%
O=C1CCc2cc(S(=O)(=O)Nc3ccccc3)cc3c2N1CCC3,-1%,-8%,-10%,0%,10%,-8%,40%[activator],-2%,-87%[inhibitor]
CCOC(=O)Nc1cc(NC(=O)OCC)c(C)nc1C,8%,9%,-5%,2%,-5%,0%,17%,6%,-1%
CC(C)N1CCN(C(=O)C2CCC(=O)N(CCc3cccc(F)c3)C2)CC1 (centres undefined),7%,-13%,-6%,/,-10%,-7%,-9%,/,0%
CN(CC(=O)N1CCCCC1)S(=O)(=O)c1cccc2nsnc12,-1%,-2%,-15%,?,-3%,-11%,5%,4%,-1%
CCOC(=O)C1CCN(C(=O)Cn2cc(C(=O)C3CC3)c3ccccc32)CC1,?,0%,-6%,?,-1%,-14%,0%,0%,1%

Brought forward from above: 3 compounds, then new ones.
SMILES,HT1080 IDH1KD tx,HT1080NT lethal,GLP1R cytotox,KB-V1 cytotox,GLP-1R agonist,TDP43 rescue,GLP-1R inv ag,KB-3-1 tox,SW480 rerep
CC(C)N1CCN(C(=O)C2CCC(=O)N(CCc3cccc(F)c3)C2)CC1 (centres undefined),7%,-13%,-6%,/,-10%,-7%,-9%,/,0%
CN(CC(=O)N1CCCCC1)S(=O)(=O)c1cccc2nsnc12,-1%,-2%,-15%,?,-3%,-11%,5%,4%,-1%
CCOC(=O)C1CCN(C(=O)Cn2cc(C(=O)C3CC3)c3ccccc32)CC1,?,0%,-6%,?,-1%,-14%,0%,0%,1%
COc1ccc(S(=O)(=O)N2CCCC(C(=O)NCc3ccco3)C2)cc1OC (centres undefined),-10%,-6%,6%,-1%,6%,-19%,12%,0%,2%
Cc1ccc(-n2ncc(-c3nn[nH]n3)c2N)cc1,5%,13%,1%,10%,-1%,0%,4%,?,-7%
CCCN(C(=O)c1c(-c2ccccc2)noc1C)c1c(N)n(Cc2ccccc2)c(=O)[nH]c1=O,-7%,-1%,3%,-6%,1%,-13%,14%,-1%,2%
COc1ccc(OC)c(CCNc2ncnc3onc(-c4ccc(F)cc4)c23)c1,/,/,1%,-29%,/,?,?,?,/
O=C(NC(=O)N1CCN(c2cccc(Cl)c2)CC1)c1ccccc1,-28%,?,-4%,-25%,-7%,0%,-8%,?,23%
O=C(NCCc1ccc(Cl)cc1)c1ccc(CS(=O)Cc2ccc(Cl)cc2)o1 (centres undefined),-30%,-14%,-9%,8%,8%,7%,?,-17%,-6%
COC(=O)[C@@H](NC(=O)/C=C/c1ccc(OC)cc1)C(C)C,-1%,12%,3%,-20%,-3%,-2%,16%,7%,-3%
COc1ccc(C(C)C)cc1S(=O)(=O)NCc1ccccn1,-5%,-5%,7%,-6%,18%,0%,0%,1%,18%
Cc1ccc(Nc2nc(N)nc(CN3CCN(Cc4ccccc4)CC3)n2)cc1Cl,-12%,-4%,-9%,?,-5%,0%,?,-15%,?
CCc1nnc(NC(=O)CSc2nnc(CCc3nc4ccccc4[nH]3)n2C)s1,11%,15%,18%,1%,5%,1%,0%,29%,-7%
O=c1[nH]c(-c2ccc(Cl)cc2)cs1,-2%,1%,2%,?,13%,23%,1%,-24%,-10%
CCOc1ccc(NC(=O)Nc2cc(C)ccc2F)cc1,?,?,-16%,13µM*,-12%,7%,0%,-21%,13%
COc1cc(NC(=O)CCl)ccc(=O)c1,23µM*,21µM*,-30%,?,-4%,0%,?,-6%,/
CSc1nnc(NC(=O)c2ccco2)s1,24%,9%,-4%,-20%,-1%,-2%,16%,12%,-4%
Nc1nonc1-n1nnc(C(=O)N/N=C/c2ccc(Cl)cc2Cl)c1CN1CCCCC1,4%,8%,-9%,-26%,8%,-13%,?,-8%,20%
CCn1cc(S(=O)(=O)c2ccc(C)cc2C)c(=O)c2cc(F)c(N3CCCC3)cc21,/,/,2%,-8%,/,20%,-2%,-4%,/
